# From PubChem
# AmpC inh detg – qHTS Inhibitors of AmpC Beta-Lactamase (assay with detergent); P00811; AmpC hydrolysis of nitrocefin, absorbance 480 nm, 0.01% Triton; Potency, µM (series often up to 114 µM), for inactives: at the top dose activity change, negative = inhibition, actives largely listed as inhibitors; actives 0.041% (n = 370,000);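 further: potency means the concentration at half of the fitted maximal effect; 0% = no-compound wells and -100% = no-enzyme wells; nearly all actives have a fitted effect of over 25% in size; some results filed as inactive show a strong effect at the top dose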
# Target sequence (P00811 whole entry, looked up): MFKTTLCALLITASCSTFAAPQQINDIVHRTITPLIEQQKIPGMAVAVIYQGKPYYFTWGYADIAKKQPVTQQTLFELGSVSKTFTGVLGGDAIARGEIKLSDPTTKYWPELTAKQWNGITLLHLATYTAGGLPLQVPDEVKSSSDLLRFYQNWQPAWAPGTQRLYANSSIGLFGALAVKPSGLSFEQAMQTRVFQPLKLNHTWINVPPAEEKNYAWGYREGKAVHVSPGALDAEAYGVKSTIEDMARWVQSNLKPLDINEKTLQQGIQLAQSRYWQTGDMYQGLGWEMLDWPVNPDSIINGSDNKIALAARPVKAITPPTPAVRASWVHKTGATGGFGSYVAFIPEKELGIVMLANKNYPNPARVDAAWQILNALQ
#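 20 mM phosphate pH 7.0 + 0.01% (detergent screen) or 0.0001% Triton X-100; 5.3 nM AmpC reagent; cpd preinc 15 min RT; nitrocefin (800 uM stock) to start; A480 q20 s × 4 min; Activity was normalised to no-enzyme and no-compound control wells.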
# Giardia FBPA inh – qHTS Assay for Inhibitors of Fructose-1,6-bisphosphate Aldolase from Giardia Lamblia; A8B2U2; purified Giardia FBPA; Potency, µM (series often up to 59.6 µM), for inactives: at the top dose activity, negative = inhibition, most hits filed as inhibitors; actives 0.71% (n = 290,000); AID 2451, 2010; further: potency means the concentration at half of the fitted maximal effect; nearly all actives have a fitted effect of over 55% in size
# Target sequence (A8B2U2 whole entry, looked up): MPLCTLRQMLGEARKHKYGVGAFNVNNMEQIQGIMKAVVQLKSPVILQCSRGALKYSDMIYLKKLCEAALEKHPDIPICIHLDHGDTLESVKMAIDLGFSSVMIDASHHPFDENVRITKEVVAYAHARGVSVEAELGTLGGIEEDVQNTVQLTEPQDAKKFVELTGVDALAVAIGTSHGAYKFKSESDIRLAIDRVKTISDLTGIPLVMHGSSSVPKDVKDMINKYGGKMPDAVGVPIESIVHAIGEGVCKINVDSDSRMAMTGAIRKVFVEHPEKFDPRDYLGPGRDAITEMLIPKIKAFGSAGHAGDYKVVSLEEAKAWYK
#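 40 nM FBPA preincubated 10 min at RT with compound (up to 57.5 uM final), then substrate plus GAPDH/TPI/NAD/arsenate coupling and diaphorase/resazurin added. Fluorescence read after 20 min at RT, 525/598 nm.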
# AmpC no deterg – qHTS Inhibitors of AmpC Beta-Lactamase (assay without detergent); P00811; AmpC nitrocefin hydrolysis, absorbance 480 nm, 0.0001% Triton; Potency, µM (series often up to 57.1 µM), inactives show top-dose activity change, negative = inhibition, most hits filed as inhibitors; actives 0.52% (n = 330,000); AID 485341, 2010;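 further: potency means the concentration at half of the fitted maximal effect; plate controls were no compound for no effect and no enzyme for full effect; nearly all actives have a fitted effect of over 20% in size; some results filed as inactive show a strong effect at the top dose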
#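 AmpC (5.3 nM in the dispensed reagent) in 20 mM phosphate pH 7.0 with 0.01% (detergent screen) or 0.0001% Triton X-100 was preincubated with compounds for 15 min at room temperature. Nitrocefin was then added from an 800 uM solution, and hydrolysis was followed at 480 nm.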
# HCMV inh – qHTS Assay for inhibitors of the human cytomegalovirus (HCMV). HFF cells, HCMV-luciferase reporter, 72 h; stronger effect = lower value. activity change, negative = inhibition, % at 57.5 µM. actives 4.5% (n = 410,000); in the data active means activity change below about -60%; inconclusive means no clear call, values can overlap the other calls; inactive means above about -39%
#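 After 16 h attachment at 37C, HFF cells received test compound and HCMV-luciferase (1 PFU/cell); reporter luminescence read 72 h later, data normalized against buffer-only and known inhibitor Salinomycin.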
# Sm TGR block – qHTS Assay for the Inhibitors of Schistosoma Mansoni Peroxiredoxins; purified TGR, DTNB reduction, TNB absorbance 405 nm; Potency, µM (titrated, usually from 114 µM), inactives show top-dose activity change, negative = inhibition, actives largely listed as inhibitors; actives 3% (n = 360,000); further: potency means the concentration at half of the fitted maximal effect; nearly all actives have a fitted effect of over 60% in size
#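 First, TGR (20 nM dispensed) and NADPH were mixed with compound. Second, a 15 min room-temperature incubation followed. Third, further NADPH and then DTNB were added to start the reaction. Finally, TNB absorbance was monitored kinetically.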
# AMA1 RON2 block – qHTS for Inhibitors of AMA1-RON; Towards Development of Antimalarial Drug Lead: Primary Screen | Plasmodium falciparum AMA1 (3D7) - RON2 peptide interaction | AlphaScreen AMA1-biotinylated RON2 peptide binding | Potency, µM (top dose mostly 58.2 µM), for inactives: at the top dose activity change, negative = inhibition, actives largely listed as inhibitors | actives 0.2% (n = 360,000);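 further: potency means the concentration at half of the fitted maximal effect; 0% = vehicle wells and -100% = peptide control; nearly all actives have a fitted effect of over 45% in size; some results filed as inactive show a strong effect at the top dose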
#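 AMA1 (3D7) with his tag at 25 nM final met compounds first, then biotinylated RON2 peptide at 25 nM; detection used donor plus acceptor beads, 10 µg/mL apiece, read by AlphaScreen after 30 min at room temperature.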
# Starred values were filed as active, the others as inactive; ? = inconclusive; · = no result given; [ ] = another dose, or the depositor's remark. Unless noted, the call rests on the fitted dose curve; in most records, active means well fitted curve in the direction sought with a large enough effect; inconclusive means small, poorly fitted or top-dose-only effect, or another doubt; inactive means no such curve, though single readings can be large; an effect the other way counts as inactive or inconclusive. Unless noted, on the % scale 0 is the no-effect control and ±100 the full control effect.
SMILES,AmpC inh detg,Giardia FBPA inh,AmpC no deterg,HCMV inh,Sm TGR block,AMA1 RON2 block
COc1ccc(NC(=O)CSc2nnc(-c3ccc(C)cc3)n2N)cc1,2%,20%,-2%,4,-2%,-15%
CCOC(=O)c1ccccc1NC(=O)CSc1nc2ccccc2c(=O)[nH]1,-4%,0%,-38%,31,-13%,-8%
CC(C)CCn1c(=O)c2cccnc2n(CC(=O)Nc2ccccc2F)c1=O,16%,·,·,?,2%,·
CC(=O)c1ccccc1NS(C)(=O)=O,5%,1%,-1%,101,0%,-17%
Cn1c(SC2CCCCC2=O)nnc1-c1ccccc1F (stereo not drawn),5%,-4%,-12%,-13,11%,14%
CCOC(=O)c1oc2ccc(Br)cc2c1COC(=O)C1=COCCO1,-6%,·,-4%,-24,-3%,10%
CCN(CC)S(=O)(=O)c1ccc(-c2nnc(SCC(=O)Nc3ccc(OC)c(OC)c3)o2)cc1,-11%,7%,-13%,15,1%,6%
COc1ccc(NC(=O)c2ccc(CN3CCc4ccccc4C3)cc2)c(OC)c1,?,-1%,39%,23,-9%,0%
Cn1c(=O)[nH]c2ccc([N+](=O)[O-])nc21,-6%,-17%,-21%,-3,-6%,-16%
O=C1CCCCN1CC(=O)N1CCCC(Nc2ccc(F)cc2)C1 (stereo not drawn),0%,·,-9%,-18,-35%,-4%
Nc1nc(SCC(=O)C23CC4CC(CC(C4)C2)C3)n[nH]1,-12%,0%,-36%,36,-1%,6%
COc1ccc(CNS(=O)(=O)c2ccc(N3CCCCS3(=O)=O)cc2)cc1,3%,·,·,-36,0%,·
COCCn1c(C)cc(C(=O)COC(=O)c2cccnc2SC)c1C,·,·,37%,53,·,-15%
Nc1nc(Nc2cccc(C(F)(F)F)c2)nc(C(F)(F)F)n1,2%,-3%,-21%,4,0%,-3%
CCCCOc1ccc(C2=NC(c3cccs3)=Nc3ccc(OC)cc3N2)cc1,23%,·,·,14,6%,·
O=C(Nc1ccccc1C(F)(F)F)C1CCN(C(=O)Cc2ccccc2)CC1,-2%,-5%,25%,14,2%,31%[activator]
CCCCCn1c(NC(=O)c2ccco2)c(C(=O)OCC)c2nc3ccccc3nc21,-11%,?,154%[activator],·,?,-9%
COc1ccc(S(=O)(=O)NCCC(=O)NCc2cccs2)cc1,-14%,10%,-9%,10,1%,16%
O=C(COc1ncnc2ccccc12)Nc1ccc(Cl)c(S(=O)(=O)N2CCOCC2)c1,2%,3%,-3%,-22,9%,-9%
Cc1cc(O)c(CN2CCN(c3ccccc3)CC2)cc1C,-3%,6%,-30%,-14,-2%,-2%
Cc1ccc(NC(=O)CN2C(=O)S/C(=C\c3cc(C)n(-c4cccc(C(=O)O)c4)c3C)C2=O)cc1,-9%,1%,-30%,-1,-9%,-1%
Cc1c(C)c(C)c(S(=O)(=O)Nc2ccc3[nH]c(=O)[nH]c3c2)c(C)c1C,-11%,-13%,-35%,-24,-17%,-2%
CCCCCCNc1c(C(=O)OCC)c(=O)[nH]c2ccccc12,-2%,6%,-8%,-30,7%,-1%
Cc1ccc(-c2n[nH]c(=S)c3ccccc23)cc1S(=O)(=O)NCC1CCCO1 (stereo not drawn),-10%,15%,-14%,-63*,14%,36%[activator]
COc1ccc(NC(=O)COC(=O)[C@@H]2CCCN2S(=O)(=O)c2ccccc2F)c(OC)c1,-14%,-4%,5%,19,5%,0%
CCn1cc(S(=O)(=O)c2cccc(C)c2)c(=O)c2cc(F)c(N3CCN(C)CC3)cc21,1%,10%,0%,-35,-12%,10%
CCN(CC)S(=O)(=O)c1ccc2c(c1)N(CC(=O)Nc1ccc(F)cc1)C(=O)CO2,1%,·,·,-40,-9%,·
CCn1c(SCC(=O)Nc2cc(C)on2)nc2sc3c(c2c1=O)CCCC3,?,0%,-2%,?,-9%,4%
Cc1c(C(=O)NC2CCCCC2)oc2ccc(F)cc12,-10%,-4%,-16%,105,0%,2%
N#Cc1ccc(S(=O)(=O)NC[C@H]2O[C@@H](n3cnc4c(N)ncnc43)[C@H](O)[C@@H]2O)cc1,·,·,-18%,-6,·,5%
CN(C(=O)COC(=O)c1cnc(Cl)c(Cl)c1)C1CCCCC1,·,·,-2%,-24,·,-4%
CCOC(=O)c1nnc(-c2ccc(C)cc2)nc1N1CCSCC1,-2%,2%,82%[activator],81,·,-15%
CCOc1ccc(CN2CCCC(CO)(Cc3ccc(F)cc3)C2)cc1 (stereo not drawn),-5%,-3%,27%,12,1%,0%
Cc1ccc(C(=O)n2c(=S)nc3ccccn32)cc1,-6%,0%,-6%,·,0%,·
Cc1oc(C)c2c(=O)cc(-c3ccc4c(c3)OCO4)cc(OC(=O)c3cccc(Cl)c3)c12,-3%,·,·,7,?,·
Cc1ccc(CNC(=O)CS(=O)(=O)Cc2nc(-c3ccccc3C)oc2C)cc1,-2%,·,·,-61*,2%,·
COC(=O)c1cc(Br)c(=O)n(CCc2ccc(F)cc2)c1,?,0%,-18%,-39,0%,-1%
COC(=O)c1sc2ccccc2c1NC(=O)c1ccc(S(=O)(=O)N2CC(C)CC(C)C2)cc1 (stereo not drawn),-6%,3%,-25%,?,0%,-3%
Cn1nc(C(=O)Nc2c(-c3ccccc3)nc3sccn23)c2ccccc2c1=O,?,8%,-18%,9,2%,18%
Cc1cccc(OCC(=O)Nc2cccc3cccnc23)c1C,20%,·,·,-3,7%,·
CCC1(C(=O)OC)NC(c2ccco2)C2C(=O)N(c3ccccc3)C(=O)C21 (stereo not drawn),-13%,-5%,-5%,-8,0%,7%
O=C(CC1C(=O)NCCN1Cc1cccc(F)c1)NCCCCCN1CCOCC1 (stereo not drawn),2%,·,38%,8,30%,5%
Cc1ccc2[nH]c(=O)c(CN(Cc3ccccc3Cl)C(=O)N3CCOCC3)cc2c1,?,0%,69%[activator],38,-4%,13%
CCOCCCNCC(O)c1ccccc1 (stereo not drawn),-4%,-26%,-6%,9,-1%,12%
COc1ccc(C(CNC(=O)CCNC(=O)c2ccccc2OC)N2CCCC2)cc1 (stereo not drawn),?,·,?,-33,-3%,46%[activator]
CCCN(Cc1nnc(-c2ccccc2Cl)o1)C(=O)COc1ccc(Cl)cc1,-6%,·,48%,60,-2%,2%[11.6 µM]
Cc1nn(-c2ccccc2)c(Cl)c1/C=N/NC(=O)CCNc1n[nH]c(=O)[nH]c1=O,2%,2%,-15%,·,9%,-4%
Oc1ccc(-c2c(C3=CCCCC3)sc3ccccc23)cc1,?,24%,-37%,-5,79µM*,-10%
O=S(=O)(c1ccccc1)N(CC(O)COc1ccccc1)c1ccccc1 (stereo not drawn),6%,0%,-10%,4,27%,-7%
O=C(Nc1ccc(OC(F)F)c(Cl)c1)c1cccc(OC(F)F)c1,4%,?,-19%,·,8%,5%
CCCNC(=O)N1CCC(c2nc3ccccc3s2)CC1,-2%,-10%,-3%,-75*,1%,-2%
COc1ccc(CCNC(=O)C2CCN(S(C)(=O)=O)CC2)cc1,9%,1%,-12%,-32,8%,12%
COCCNC(=S)N/N=C/c1ccccc1C(=O)O,-13%,?,-21%,-5,0%,1%
Cc1ccc(C)n1-c1nnc(N2CCCC(C(=O)NCc3ccccc3)C2)s1 (stereo not drawn),21%,·,·,1,?,·
Cc1c(C)c2ccc(OCC(=O)N3CCN(c4cccc(Cl)c4)CC3)cc2oc1=O,-8%,4%,38%,-30,5%,-7%
Cc1ccc(CS(=O)Cc2ccc(C(=O)N3CCN(C4CCCCC4)CC3)o2)cc1 (stereo not drawn),-1%,·,79%[activator],?,-22%,1%
Cc1ccc(N2C(=O)c3n[nH]c(C)c3C2c2ccco2)cc1 (stereo not drawn),?,-7%,-42%,-4,-12%,11%
COc1ccc(S(=O)(=O)Nc2cccnc2)cc1OC,-2%,15%,-11%,-26,5%,-5%
Cc1nn(C)cc1CNCc1c(C(=O)N2CCCCC2)nc2c(C)cccn12,-11%,5%,29%,-32,·,6%
Cc1csc(NC(=O)CSc2nccn2C)n1,?,?,-21%,-6,-1%,10%
# New compounds follow:
SMILES,AmpC inh detg,Giardia FBPA inh,AmpC no deterg,HCMV inh,Sm TGR block,AMA1 RON2 block
Cc1c(C#N)c(N)c(C(=O)c2ccccc2)n1Cc1ccccc1,?,-11%,-36%,?,14%,-3%
Cc1c(C(=O)N2CCOCC2)[nH]c2c1C(=O)CC(c1ccccc1Cl)C2 (stereo not drawn),-7%,8%,-27%,-40,-3%,-2%
O=c1c2c3c(sc2nc(NCCO)n1-c1ccccc1)CCCC3,-9%,-4%,-2%,-12,-6%,-7%
O=C(COC(=O)c1n[nH]c(=O)c2ccccc12)c1ccc(Br)cc1,1%,5%,-11%,-12,11%,7%
O=C(CSCc1ccccc1)N1CCc2ccccc21,4%,-5%,-29%,74,-15%,2%

# Of the compounds above, 13 have fluorine:
SMILES,AmpC inh detg,Giardia FBPA inh,AmpC no deterg,HCMV inh,Sm TGR block,AMA1 RON2 block
CC(C)CCn1c(=O)c2cccnc2n(CC(=O)Nc2ccccc2F)c1=O,16%,·,·,?,2%,·
Cn1c(SC2CCCCC2=O)nnc1-c1ccccc1F (stereo not drawn),5%,-4%,-12%,-13,11%,14%
O=C1CCCCN1CC(=O)N1CCCC(Nc2ccc(F)cc2)C1 (stereo not drawn),0%,·,-9%,-18,-35%,-4%
Nc1nc(Nc2cccc(C(F)(F)F)c2)nc(C(F)(F)F)n1,2%,-3%,-21%,4,0%,-3%
O=C(Nc1ccccc1C(F)(F)F)C1CCN(C(=O)Cc2ccccc2)CC1,-2%,-5%,25%,14,2%,31%[activator]
COc1ccc(NC(=O)COC(=O)[C@@H]2CCCN2S(=O)(=O)c2ccccc2F)c(OC)c1,-14%,-4%,5%,19,5%,0%
CCn1cc(S(=O)(=O)c2cccc(C)c2)c(=O)c2cc(F)c(N3CCN(C)CC3)cc21,1%,10%,0%,-35,-12%,10%
CCN(CC)S(=O)(=O)c1ccc2c(c1)N(CC(=O)Nc1ccc(F)cc1)C(=O)CO2,1%,·,·,-40,-9%,·
Cc1c(C(=O)NC2CCCCC2)oc2ccc(F)cc12,-10%,-4%,-16%,105,0%,2%
CCOc1ccc(CN2CCCC(CO)(Cc3ccc(F)cc3)C2)cc1 (stereo not drawn),-5%,-3%,27%,12,1%,0%
COC(=O)c1cc(Br)c(=O)n(CCc2ccc(F)cc2)c1,?,0%,-18%,-39,0%,-1%
O=C(CC1C(=O)NCCN1Cc1cccc(F)c1)NCCCCCN1CCOCC1 (stereo not drawn),2%,·,38%,8,30%,5%
O=C(Nc1ccc(OC(F)F)c(Cl)c1)c1cccc(OC(F)F)c1,4%,?,-19%,·,8%,5%
